Bioassay records from PubChem.
Y pestis TopoI: Y. pestis Topo-I inhibition via cleavage products; AID 504884; Y. pestis Topo-I cleavage product accumulation, plate reader; activity, % at 10 µM; 0.064% of 360,000 active; in the data active means activity above about 50%, passing the limit was not always enough; further: inactives centre near 2
MazF activator: activators of E. coli MazEF toxin-antitoxin RNase; FAM/BHQ RNA-DNA oligo cleavage fluorescence, 5 h; activation, % at 20 µM; 0.32% of 350,000 active; in the data active means activation above about 50%
CCHF vOTU inh: CCHFV vOTU protease inhibition | Pep-AMC fluorescence | inhibition, % at 11.5 µM | 0.55% of 370,000 active | AID 651958; in the data active means inhibition above about 30%; further: 0% = vehicle wells with enzyme and 100% = no enzyme wells
BH1578 lux ind: quorum light induction in luxS cqsA deficient V. cholerae; V. cholerae BH1578 lux reporter, luminescence, 6 h; activation, % at 18.7 µM; 0.16% of 350,000 active; AID 588436; in the data active means activation mostly above about 9.7%, no sharp cut-off; further: not every result past the cut was called active; inactives centre near 0; reference of the scale not given here
SSB-PriA inh: K. pneumoniae PriA-SSBct interaction inhibition; AlphaScreen SSBct-PriA binding, biotinylated peptide; inhibition, % at 33 µM; 0.6% of 430,000 active; AID 1272365; in the data active means inhibition mostly above about 37%, no sharp cut-off; inactive means mostly below about 20%;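 further: plate controls were negative control peptide for no effect and reference peptide for full effect; strong numbers were not always called active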
PrPC TRFRET: reduces human prion protein on the cell surface. inhibition, % at 13.8 µM. 0.43% of 370,000 active. cell surface PrPC, TR-FRET read-out; in the data active means inhibition above about 24%; further: 0% = median of the test wells and 100% = reference compound wells
3CLpro inhibitor: SARS-CoV 3CLpro protease inhibition. 0.14% of 290,000 active. P0C6X7. inhibition, % at 6 µM. AID 1706. recombinant SARS-CoV 3CLpro, quenched FRET peptide cleavage; in the data active means inhibition above about 12%
TcdB inh: inhibitors of Clostridioides difficile toxin B glycohydrolase. P18177. TcdB glycohydrolase enzymatic assay, plate reader. inhibition, % at 9.99 µM. 0.24% of 350,000 active. AID 652162; in the data active means inhibition above about 10%
Target sequence (P18177 whole entry, looked up): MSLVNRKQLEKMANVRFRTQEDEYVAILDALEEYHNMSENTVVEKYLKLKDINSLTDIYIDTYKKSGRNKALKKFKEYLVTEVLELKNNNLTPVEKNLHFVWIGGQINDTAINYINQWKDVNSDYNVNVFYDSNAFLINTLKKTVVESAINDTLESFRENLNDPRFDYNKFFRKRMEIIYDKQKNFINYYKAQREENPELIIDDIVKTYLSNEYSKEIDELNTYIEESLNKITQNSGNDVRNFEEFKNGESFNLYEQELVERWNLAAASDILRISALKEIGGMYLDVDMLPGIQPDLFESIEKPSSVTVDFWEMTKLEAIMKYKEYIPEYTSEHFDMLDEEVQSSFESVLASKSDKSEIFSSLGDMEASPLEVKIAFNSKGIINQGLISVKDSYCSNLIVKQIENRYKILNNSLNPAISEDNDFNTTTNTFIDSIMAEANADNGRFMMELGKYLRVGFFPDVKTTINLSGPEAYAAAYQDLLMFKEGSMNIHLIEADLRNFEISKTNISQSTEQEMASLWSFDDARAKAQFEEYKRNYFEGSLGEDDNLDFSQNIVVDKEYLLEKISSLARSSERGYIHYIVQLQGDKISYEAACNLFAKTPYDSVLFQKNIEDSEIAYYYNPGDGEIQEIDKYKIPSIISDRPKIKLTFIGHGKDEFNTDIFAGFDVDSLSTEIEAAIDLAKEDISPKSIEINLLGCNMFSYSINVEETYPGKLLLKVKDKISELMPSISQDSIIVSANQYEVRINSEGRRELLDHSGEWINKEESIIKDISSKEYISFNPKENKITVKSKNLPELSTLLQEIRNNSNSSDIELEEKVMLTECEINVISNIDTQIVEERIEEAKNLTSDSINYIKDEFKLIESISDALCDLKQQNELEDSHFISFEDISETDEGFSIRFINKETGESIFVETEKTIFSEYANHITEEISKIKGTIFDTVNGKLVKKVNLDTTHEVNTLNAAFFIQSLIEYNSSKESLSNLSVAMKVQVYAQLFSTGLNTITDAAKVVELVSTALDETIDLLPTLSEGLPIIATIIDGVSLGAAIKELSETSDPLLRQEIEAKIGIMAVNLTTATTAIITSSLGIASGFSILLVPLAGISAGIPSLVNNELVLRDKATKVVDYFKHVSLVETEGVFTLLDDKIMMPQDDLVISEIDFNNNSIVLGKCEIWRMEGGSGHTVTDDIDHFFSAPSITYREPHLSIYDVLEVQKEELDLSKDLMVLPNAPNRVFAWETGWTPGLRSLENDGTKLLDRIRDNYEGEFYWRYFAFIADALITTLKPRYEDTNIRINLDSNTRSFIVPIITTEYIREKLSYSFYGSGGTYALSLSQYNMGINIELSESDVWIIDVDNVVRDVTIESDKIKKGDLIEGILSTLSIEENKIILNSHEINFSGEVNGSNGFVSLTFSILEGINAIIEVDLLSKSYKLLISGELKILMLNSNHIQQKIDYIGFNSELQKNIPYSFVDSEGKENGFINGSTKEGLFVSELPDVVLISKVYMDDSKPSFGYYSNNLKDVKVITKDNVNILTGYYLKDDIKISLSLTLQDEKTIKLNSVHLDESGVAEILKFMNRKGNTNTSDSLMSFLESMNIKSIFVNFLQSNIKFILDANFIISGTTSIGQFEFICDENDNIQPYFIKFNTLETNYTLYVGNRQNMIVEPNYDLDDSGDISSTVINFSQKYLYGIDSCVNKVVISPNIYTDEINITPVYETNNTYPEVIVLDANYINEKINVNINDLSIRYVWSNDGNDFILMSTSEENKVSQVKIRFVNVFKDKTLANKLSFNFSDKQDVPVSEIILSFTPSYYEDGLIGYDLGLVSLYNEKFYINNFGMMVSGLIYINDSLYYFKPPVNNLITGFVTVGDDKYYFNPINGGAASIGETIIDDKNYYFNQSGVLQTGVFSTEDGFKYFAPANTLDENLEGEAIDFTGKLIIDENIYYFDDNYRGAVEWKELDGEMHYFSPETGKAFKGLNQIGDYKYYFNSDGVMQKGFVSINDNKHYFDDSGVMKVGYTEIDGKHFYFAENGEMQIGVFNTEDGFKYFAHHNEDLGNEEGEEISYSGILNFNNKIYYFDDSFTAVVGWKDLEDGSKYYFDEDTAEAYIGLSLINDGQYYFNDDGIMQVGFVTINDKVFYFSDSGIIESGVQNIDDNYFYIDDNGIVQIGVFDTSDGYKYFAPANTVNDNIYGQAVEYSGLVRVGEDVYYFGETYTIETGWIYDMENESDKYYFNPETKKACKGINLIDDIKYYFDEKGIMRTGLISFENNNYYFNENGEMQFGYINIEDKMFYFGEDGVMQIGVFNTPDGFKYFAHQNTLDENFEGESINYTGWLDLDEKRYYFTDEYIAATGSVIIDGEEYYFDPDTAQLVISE
DUSP3 inh: blocks human VHR1 dual specificity phosphatase; recombinant VHR phosphatase, pNPP absorbance; inhibition, % at 13.3 µM; 0.52% of 290,000 active; in the data active means inhibition above about 50%; further: some compounds called inactive have numbers as strong as hits
Rv3671c protease: inhibitors of M. tuberculosis serine protease Rv3671c; inhibition, % at 5.96 µM; 0.048% of 320,000 active; in the data active means inhibition above about 38%;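 further: extracellular domain of Rv3671c used as enzyme; 0% = enzyme with DMSO and 100% = no enzyme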
* = called active by the depositor; i = inactive; · = no result given; & = joins results of further samples.

SMILES	Y pestis TopoI	MazF activator	CCHF vOTU inh	BH1578 lux ind	SSB-PriA inh	PrPC TRFRET	3CLpro inhibitor	TcdB inh	DUSP3 inh	Rv3671c protease
Cc1cccc(NC(=O)C(=O)NCCc2c[nH]c3ccccc23)c1C	-10	7	-4	-0.4	1	-1	1	-0.1	10	-4
CC(C)CCCC(C)CCOC(=O)CN1CCCC1 (configuration not stated)	2	4	-9	-0.7	-4	-1	6	-0.6	9	7
CN1C2CCC1CC(OC(=O)c1ccc(Cl)cc1)(C(=O)O)C2 (configuration not stated)	-4	-2	0	i	-5	-2	2	-0.2	-2	-11
COc1cccc(C=NN2CCCCCC2)c1OC	2	9	14	i	23	-4	·	0.7	·	·
CCC(=O)Nc1ccc(SC#N)cc1C	-7	1	-13	-1.7	-5	0	1	0.6	18	-8
COc1ccc(CNC(=O)COc2ccc([N+](=O)[O-])cc2)cc1	6	-5	-2	-5.9	13	-15	-1	·	5	2
COc1ccc(C(O)c2cnc(C)n2Cc2ccccc2)cc1 (configuration not stated)	-1	4	-9	-9.1	·	7	·	0.5	·	·
COc1ccc(Cc2nnc(SCC(=O)c3ccc(OC)cc3)o2)cc1	28	-6	12	-1.7	-14	-10	-4	·	-4	1
COC(=O)COc1ccc2oc(=O)cc(-c3cc4ccccc4o3)c2c1	9	8	14	-5.4	-5	-1	2	0.6	6	-16
COCCN1C(=O)N[C@@H](c2cccc(F)c2)C(C(=O)OC)=C1C	6	3	-1	i	-1	-1	·	0.2	-4	-5
O=C(CSCc1ccc([N+](=O)[O-])cc1)Nc1ccc(S(=O)(=O)N2CCCCCC2)cc1	4	5	-10	-0.5	1	-7	2	-0.4	5	-18
Cc1ccc(OCCCC(=O)N2CCOCC2)cc1	-6	-4	-1	3.4	-17	8	6	·	34	2

3 structures from above, sorted by molecular weight, lowest first:
SMILES	Y pestis TopoI	MazF activator	CCHF vOTU inh	BH1578 lux ind	SSB-PriA inh	PrPC TRFRET	3CLpro inhibitor	TcdB inh	DUSP3 inh	Rv3671c protease
COc1cccc(C=NN2CCCCCC2)c1OC	2	9	14	i	23	-4	·	0.7	·	·
Cc1cccc(NC(=O)C(=O)NCCc2c[nH]c3ccccc23)c1C	-10	7	-4	-0.4	1	-1	1	-0.1	10	-4
COc1ccc(Cc2nnc(SCC(=O)c3ccc(OC)cc3)o2)cc1	28	-6	12	-1.7	-14	-10	-4	·	-4	1

Further compounds
SMILES	Y pestis TopoI	MazF activator	CCHF vOTU inh	BH1578 lux ind	SSB-PriA inh	PrPC TRFRET	3CLpro inhibitor	TcdB inh	DUSP3 inh	Rv3671c protease
C=CCN(C(=O)CCC(=O)O)C1CC(=O)N(c2ccc(OC)cc2)C1=O (configuration not stated)	3	-1	-1	-0.8	-17	9	-5	·	-6	4
CCOC(=O)N1CCN(Cc2nc(-c3cccc(Cl)c3)no2)CC1	17	-12	6	-0.4	-22	-6	7	0.7	18	6
CS(=O)(=O)c1ccc(NC(=O)C2CC(=O)N(c3ccc4c(c3)OCCO4)C2)cc1 (configuration not stated)	-1	1	-1	i	-24	-3	·	-3.4	·	6
Cc1cc(=O)[nH]c(SCC(=O)N2CCC(Cc3ccccc3)CC2)n1	-3	8	1	-0.2	-5	-1	-2	1.9	30	-2
COc1cccc(N(C(=O)Cc2cccs2)C(C(=O)NC2CCCC2)c2ccncc2)c1 (configuration not stated)	4	4	0	-0.2	4	-4	-6	1.3	7	-2
COc1nc(Nc2ccc(OC)c(Cl)c2)nc(OC)n1	-5	2	6	i	12	-7	-1	·	6	-5
O=C1CCCN1C(=O)CSc1nnnn1-c1cccc(F)c1	-1	0	8	4.5	-8	6	·	1.2	·	2
Cc1cc(Nc2ccc(Cl)cc2)n2nnnc2n1	-5	-5	17	i	-6	-1	1	·	-4	-7
COc1ccccc1-c1cc(C(=O)N2CCN(S(=O)(=O)c3ccc(C)cc3)CC2)[nH]n1	-8	2	-3	-0.2	-11	-4	6	-0.1	17	-4
CC1=C2C(CCS2(=O)=O)CC2(C1)C(=O)OC(C)(C)OC2=O (configuration not stated)	5	5	-11	-0.3	3	3	9	·	32	-6
O=C(Nc1nc(-c2cccnc2)cs1)c1ccccc1[N+](=O)[O-]	-6	13	1	i	6	-6	6	-0.6	-14	3
O=C(COC(=O)c1ccncc1)c1ccc(Cl)c(Cl)c1	-2	-190	-13	0.4	-5	4	-5	2.0	26	7
C=CCN1C(=O)CN=C1Nc1cccc(C)c1	1	-5	-1	i	-16	1	-1	·	8	6
COc1ccc(NC2c3ccccc3C(=O)N2c2cccnc2)cc1 (configuration not stated)	-4	-2	-8	-0.6	12	8	2	1.1	-8	3
COc1ccc(N2CCC(CNS(=O)(=O)c3cccc(C(F)(F)F)c3)C2)cc1 (configuration not stated)	-11	0	14	i	27	-3	-4	·	13	12
CCN(Cc1ccncc1)C(=O)c1cccc(S(=O)(=O)N2CCOCC2)c1	-1	4	-1	-1.2	-1	3	-2	·	-7	-1
COc1cc(C(=O)N/N=C/c2ccc(OC(=O)c3cccc(C)c3)cc2)ccc1O	13	10	3	-0.3	·	-6	1	0.4	19	·
COc1cc(NC(=O)c2ccc(C)cc2C)ccc1NC(=O)c1cccs1	14	9	12	i	4	-5	2	2.0	3	-2
Cc1ccccc1NC(=O)Cc1nc(COC(=O)Cc2c(F)cccc2Cl)cs1	19	-5	11	i	-19	13	·	1.5	·	-11
O=C(CSc1nc(-c2ccccc2)cs1)Nc1nccs1	12	3	7	-0.4	-9	5	-2	·	12	-35
CC(OC(=O)c1ccc(Cl)c(S(=O)(=O)N2CCc3ccccc32)c1)C(=O)Nc1ncc(Cl)cc1Cl (configuration not stated)	-11	-12	4	i	-9	0	3	·	8	1
Cc1ccc(C(=O)N/C(=C\c2cn(C)c3ccccc23)C(=O)N2CCOCC2)cc1	15	9	24	-0.2	2	1	2	-0.8	17	4
CCCCNc1c(-c2ccc(SC(C)CC)cc2)nc2ccccn12 (configuration not stated)	41	-2	-24&-18	i	12	16&5	·	0.1&-0.3	·	10
CN(C)c1ccc(/C=N/NC(=O)c2ccc(NC(=O)c3ccccc3)cc2)cc1	-10	7	-6	-0.3	i	-5	0	0.8	-2	3
CCN(CC)C(=O)C1=C(C)N(CCCN2CCCC2=O)C(=O)C(CC(=O)NCc2cccc3ccccc23)C1 (configuration not stated)	11	5	-2	i	·	-3	·	0.1	·	·
C#Cc1ccc([C@H]2C=C(C(=O)OCC=C)O[C@@H](OCC)[C@@H]2CCCO)cc1	26	1	8	i	-6	7	2	0.7&0.9	-4	0
CCCCCCn1c(=O)c(-c2ccccc2)c(O)c2ccccc21	9	-4	11	3.8	-12	4	-1	·	10	-1
C#CCN1C=C(C(=O)OCC)C(C)N(Cc2ccccc2I)S1(=O)=O (configuration not stated)	39	-2	12	i	-19	4	·	0.1	·	·
Cc1ccccc1C(=O)NCC(=O)OCC(=O)NNC(=O)c1ccccc1F	-13	-20	5	i	·	5	·	0.7	·	·
O=C(Cc1ccccc1)N1CCN(Cc2ccc([N+](=O)[O-])cc2)CC1	6	4	2	i	3	-8	-6	0.0	-3	6
O=C(Nc1ccc2c(c1)OCO2)C1Cc2c(-c3ccc(Cl)cc3)ccnc2O1 (configuration not stated)	17	·	-4	-0.1	·	2	·	-0.7	·	·
Cn1c(N)c(C(=O)COC(=O)C2CC(=O)N(Cc3ccccc3)C2)c(=O)n(C)c1=O (configuration not stated)	5	3	-10	-0.4	-6	-3	2	-0.4	4	-7
CC1CCCN(C(=O)c2nn(C)c3c2CSc2ccccc2-3)C1 (configuration not stated)	-10	12	-3	i	-3	-4	-5	0.3	-2	5
COc1ccc(NS(=O)(=O)c2cccc(C(=O)NNC(=O)CNC(=O)c3ccccc3F)c2)cc1	1	-2	19	1.4	-10	3	·	1.9	·	-5
CC(C)(C)OC(=O)C(C)(C)O/N=C(\C(=O)O)c1csc(N)n1	3	5	3	-0.5	·	-2	0	0.1	14	0
Cc1cccc(-n2nnnc2SCC(=O)NCC2CCCO2)c1 (configuration not stated)	11	-17	-2	-0.8	0	10	1	-0.2	0	7
CCOC(=O)CNC(=O)c1c(C)nn(-c2ccccc2)c1Cl	5	-6	-3	i	-9	9	7	·	-10	8
Fc1ccc(NC(=S)NCCN2CCOCC2)c(F)c1F	1	-3	-12	-0.4	1	0	-1	0.1	45	10
Cc1ccc(-n2c3c(cc(C(=O)NC4CCSC4=O)c2=O)C(=O)CCC3)cc1 (configuration not stated)	20	2	-3	-0.6	-5	4	7	·	4	-1
CCC(=O)N=c1sc2cc([N+](=O)[O-])ccc2n1CCOC	4	-1	-3	-0.1	6	-3	-1	·	6	7
O=C(Oc1c(Cl)cc(Cl)c2cccnc12)c1cccs1	19	2	8	-6.1	-39	-6	2	·	31	1
CCOc1ccc(CCNC(=O)c2ccc(CS(=O)Cc3cccc(Cl)c3)o2)cc1 (configuration not stated)	31	9	10	-0.3	-5	0	-1	3.0	-20	1
Cc1cccc(NC(=O)CSc2ccc(-c3ccc4c(c3)OCO4)nn2)c1C	1	-21	-15	-0.4	4	-3	-1	·	12	7
Cc1nc(CC(=O)N/N=C/c2ccc(OCC(=O)O)cc2)cs1	-5	-1	6	-0.5	i	-2	1	1.1	23	-15
CN(CC(=O)Nc1ccc(F)c(F)c1F)C(=O)CCCc1nc2ccccc2c(=O)[nH]1	-3	-4	6	2.9	-9	4	·	0.8	·	4
Cc1ccccc1CN1CCN(C(C)C(=O)NCc2ccccc2)CC1 (configuration not stated)	15	5	3	-0.4	2	-10	-4	-0.5	12	-8
CCN(CC)C(=O)C(Sc1ccccc1)c1ccccc1 (configuration not stated)	5	3	4	-0.3	-14	5	2	·	5	-4
CCOC(=O)CC(NC(C)=O)c1ccc([N+](=O)[O-])cc1 (configuration not stated)	-5	10	-9	0.9	3	-10	0	·	-8	-6
CC1C(=O)Nc2ccc(S(=O)(=O)NCc3ccc(Cl)cc3)cc2NC1=O (configuration not stated)	4	4	-2	i	-1	-8	0	-1.4	33	2
CC1(C)ON(C2CCCCC2)[C@H]2c3nc4ccccc4n3C[C@H]21	7	0	12	-1.0	-5	4	-7	-0.2	25	10
Cc1nnc(Sc2nc3c(c(=O)[nH]c(=O)n3C)n2Cc2ccccc2)s1	-1	3	13	-0.2	-19	-4	·	-0.9	22	2
O=C(c1ccc(S(=O)(=O)N2CCCCC2)cc1)N1CCN=C1SCc1cccnc1	2	3	5	-0.2	-9	2	-3	1.5	17	5
O=C(O)CCC(=O)NNC(=O)COc1cccc(Cl)c1	-6	9	-8	-0.1	0	-6	-6	0.3	3	-5
O=C(OCC(=O)N1CCN(C(=O)c2ccco2)CC1)c1ccccc1OCc1ccc(Cl)cc1	20	4	6	i	5	5	-3	·	22	-10
COC(=O)/C=c1\[nH]c2nnc(C)n2c1=O	-10	-6	-51	-0.3	·	-1	-2	0.2	-4	-1
CC12CCC(O)CC1=CCC1C2CCC2(C)C1CCC21CCC(=O)O1 (configuration not stated)	7	3	4	0.3	-8	-2	6	0.4	-5	-15
CCCc1nn2c(-c3ccccc3)nnc2o1	2	3	14	5.3	·	5	·	2.1	·	·
Cc1cccc(C)c1NC(=O)/C(C#N)=C/c1ccsc1	-7	1	-7	-0.3	-15	-1	1	·	26	-1
COC(=O)c1ccc2c(=O)[nH]c(CSc3nc(C)cs3)nc2c1	-6	-9	-13	1.0	-3	-1	3	0.6	19	3

As entered above.
Cc1cccc(C)c1NC(=O)/C(C#N)=C/c1ccsc1 in SSB-PriA inh has -15
COC(=O)/C=c1\[nH]c2nnc(C)n2c1=O in PrPC TRFRET has -1
O=C(c1ccc(S(=O)(=O)N2CCCCC2)cc1)N1CCN=C1SCc1cccnc1 in 3CLpro inhibitor has -3
CC12CCC(O)CC1=CCC1C2CCC2(C)C1CCC21CCC(=O)O1 (configuration not stated) in MazF activator has 3
CC1(C)ON(C2CCCCC2)[C@H]2c3nc4ccccc4n3C[C@H]21 in SSB-PriA inh has -5
CC1C(=O)Nc2ccc(S(=O)(=O)NCc3ccc(Cl)cc3)cc2NC1=O (configuration not stated) in DUSP3 inh has 33
COC(=O)c1ccc2c(=O)[nH]c(CSc3nc(C)cs3)nc2c1 in MazF activator has -9

Not all compounds are listed. The share of hits here may be higher or lower than overall.
